High-throughput results from PubChem.
D2 agonist: HTS Assay for Allosteric Agonists of the Human D2 Dopamine Receptor: Primary Screen for Agonists; D(2) dopamine receptor (Homo sapiens), P14416; HEK293 T-REx D2 cells, calcium flux agonist mode; activation, % at 2 µM; actives 0.53% (n = 340,000); AID 485358, 2010;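 active = activation over 3 SD above normal in the single-dose calcium agonist read, cut at about 30% in these data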; also: 0% is about no effect
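Agonism is scored from calcium flux in a force-coupled, inducible HEK293 cell line expressing D2, read kinetically for 180 s after compound addition against dopamine controls.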
D2 PAM: HTS Assay for Positive Allosteric Modulators of the Human D2 Dopamine Receptor: Primary Screen for Potentiators. AID 485347, 2010. actives 0.34% (n = 340,000). HEK293 T-REx D2, calcium flux, EC20 dopamine potentiation. potentiation, % at 10 µM. D(2) dopamine receptor (Homo sapiens), P14416;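 active = potentiation over 3 SD above the plate norm, cut at about 30% in these data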; also: 0% is about no effect
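Primary screen. Calcium kinetics in induced HEK293 T-REx D2 cells: compound pre-addition 180 s, EC20 dopamine, 180 s more.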
TRHR agonist: qHTS for Small Molecule Agonists and Allosteric Enhancers of Human TRH Receptor: Primary Screen for Agonists; Thyrotropin-releasing hormone receptor (Homo sapiens), P34981; activation, % at 2 µM; actives 0.18% (n = 360,000); TRHR cells, calcium flux fluo-8, FDSS agonist mode; AID 493084, 2011; also: 0% is about no effect
Target sequence (P34981 whole entry, looked up): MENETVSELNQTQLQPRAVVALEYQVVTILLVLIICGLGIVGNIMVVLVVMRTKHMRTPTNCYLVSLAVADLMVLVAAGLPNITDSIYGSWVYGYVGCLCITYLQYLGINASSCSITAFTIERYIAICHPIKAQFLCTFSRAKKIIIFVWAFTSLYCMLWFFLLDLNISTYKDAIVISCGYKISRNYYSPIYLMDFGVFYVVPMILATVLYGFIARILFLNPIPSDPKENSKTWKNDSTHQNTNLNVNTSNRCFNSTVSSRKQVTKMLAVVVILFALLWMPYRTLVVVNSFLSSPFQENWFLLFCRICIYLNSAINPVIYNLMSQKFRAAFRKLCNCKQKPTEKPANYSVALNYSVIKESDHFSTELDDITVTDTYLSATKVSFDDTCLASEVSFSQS
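TRHR-expressing cells loaded with fluo-8 calcium dye; 23 nL library compound pin-transferred, kinetic FDSS fluorescence (Ex 480/Em 530) recorded about 180 s for agonist-induced calcium release, before a 10 nM TRH EC20 addition for potentiator mode.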
D1 antagonist: Antagonist of Human D 1 Dopamine Receptor: qHTS | activity change, negative = inhibition, % at 10 µM | actives 3.2% (n = 360,000) | D(1A) dopamine receptor (Homo sapiens), P21728 | AID 504652, 2011 | HEK293 TREx D1 cells, calcium flux, dopamine EC80; stronger effect = lower value; in the data active = activity change below about -30%; also: % is scaled to controls: 0 for no effect and ±100 for the full control effect
Target sequence (P21728 whole entry, looked up): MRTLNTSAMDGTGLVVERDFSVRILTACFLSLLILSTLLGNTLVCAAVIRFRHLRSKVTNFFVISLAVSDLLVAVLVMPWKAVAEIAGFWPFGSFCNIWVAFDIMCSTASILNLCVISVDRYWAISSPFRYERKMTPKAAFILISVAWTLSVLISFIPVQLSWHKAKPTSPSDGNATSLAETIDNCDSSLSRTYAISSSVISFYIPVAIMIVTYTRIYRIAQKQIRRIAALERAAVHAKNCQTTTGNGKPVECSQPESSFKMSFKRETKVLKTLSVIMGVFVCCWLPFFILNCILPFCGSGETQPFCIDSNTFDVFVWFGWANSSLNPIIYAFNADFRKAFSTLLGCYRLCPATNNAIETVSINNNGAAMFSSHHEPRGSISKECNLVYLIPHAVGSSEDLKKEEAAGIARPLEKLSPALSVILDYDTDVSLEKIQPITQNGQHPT
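Inducible Hek293 Trex D1 cells (tetracycline, overnight, 30 C). Calcium dye 30–90 min RT. Antagonist mode: EC80 dopamine added after 180 s compound read.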
D1 agonist: Allosteric Agonists of the Human D1 Dopamine Receptor: qHTS; D(1A) dopamine receptor (Homo sapiens), P21728; HEK293 T-REx D1 cells, calcium flux, agonist mode; activation, % at 2 µM; actives 1% (n = 360,000); AID 504660, 2011; also: 0% is about no effect
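Tetracycline-induced HEK293 TREx D1 cells, force-coupled to calcium signalling, were dye-loaded with a no-wash calcium kit. Compound was pin-added after a 10 s baseline. Fluorescence was read kinetically at 1 cycle/s for 180 s, with calcium rises flagged as agonism.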
RXFP1 antag: qHTS Assay for Antagonists of the Relaxin Receptor RXFP1. actives 0.59% (n = 350,000). HEK293-RXFP1, relaxin-stimulated cAMP HTRF, 30 min; stronger effect = lower value. Relaxin receptor 1 (Homo sapiens), Q9HBX9. activity change, negative = inhibition, % at 57.5 µM;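 active = activity change of -60% or lower, but not beyond a set lower limit; inconclusive = change between -60% and -40%, or beyond the set limit; inactive = change above -40%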; also: % is scaled to controls: 0 for no effect and ±100 for the full control effect
TRHR PAM: qHTS for Small Molecule Agonists and Allosteric Enhancers of Human TRH Receptor: Primary Screen for Enhancers. TRHR cells, fluo-8 calcium fluorescence, EC20 TRH enhancement. enhancement, % at 2 µM. actives 0.66% (n = 360,000); in the data active = enhancement above about 30%; also: 0% is about no effect
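Enhancer read-out: after compound pinning and an initial kinetic agonist-mode read, an EC20 of TRH (10 nM final) was injected and fluo-8 calcium signal (Ex 480/Em 530) followed at 1 s/cycle for 100 cycles in TRHR-expressing cells.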
D1 PAM: Potentiators of Human D1 Dopamine Receptor: qHTS; AID 504651, 2011; actives 0.036% (n = 360,000); HEK293 TREx D1 cells, calcium flux, dopamine EC20 potentiation; potentiation, % at 10 µM; D(1A) dopamine receptor (Homo sapiens), P21728; in the data active = potentiation above about 30%; also: 0% is about no effect
D2 antag: HTS Assay for Allosteric Antagonists of the Human D2 Dopamine Receptor: Primary Screen for Antagonists | HEK293 TREx D2 cells, calcium flux, dopamine EC80 | inhibition, % at 10 µM | actives 2% (n = 340,000) | AID 485344, 2010; in the data active = inhibition above about 30%; also: 0% is about no effect
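In this primary screen, negative modulation is detected by tracking calcium flux after an EC80 dopamine challenge in inducible HEK293 T-REx D2 cells preexposed to test compound for 180 s.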
The depositor's hits bear a star; ? = inconclusive; · = no result given; & = joins results of further samples. Rule as the data show it, unless noted: active = activation above about 30%; inactive = the rest. Outcome played no part in choosing rows (roughly 7.3% active in at least one column).

SMILES | D2 agonist | D2 PAM | TRHR agonist | D1 antagonist | D1 agonist | RXFP1 antag | TRHR PAM | D1 PAM | D2 antag
CCOC(=O)Nc1ccc2c(c1)N(C(=O)CCN(CC)CC)c1ccccc1CC2 | -0.2 | -6 | 1.0 | -12 | 1 | -11 | 4 | -17 | -6
CC1=C(C(=O)OCc2ccc(C)cc2)C(c2ccc(O)c([N+](=O)[O-])c2)NC(=O)N1 (configuration not stated) | 1.0 | 2 | -0.7 | 3 | 2 | -3 | 3 | 1 | 2
COCC(=O)Nc1cc(=O)n(C)c(=O)n1C | -1.3 | -4 | -1.1 | -3 | 4 | · | 5 | 5 | 2
CC(=O)NC1(c2ccccc2)CCN(c2cc(C)nc(-c3ccccc3)n2)CC1 | 0.6 | 26 | -0.3 | 7 | 6 | -9 | -5 | 4 | 5
COc1ccc(OC)c(CN2CCN(C(=O)c3ccco3)CC2)c1 | 83* | -19 | -0.5 | 3 | 3 | 8 | -3 | -5 | 83*
O=C(c1cc(-c2cccs2)on1)N1CCCc2ccccc21 | -0.3 | -9 | 0.9 | -4 | 2 | · | -4 | 4 | 10
O=C(CN(Cc1ccccc1)S(=O)(=O)c1ccc(Br)cc1)N/N=C/c1ccccc1C(=O)O | · | · | -0.1 | -15 | 5 | -2 | -6 | -1 | ·
Cc1c2cnn(-c3ccccc3)c(=O)c2c(C)n1C(C)C(=O)Nc1ccccc1C(F)(F)F (configuration not stated) | -0.5 | 4 | 0.6 | -3 | 6 | · | -1 | -3 | ·
CCc1cccc(CC)c1NC(=O)c1ccc(-n2cncn2)nc1 | 1.0 | 5 | 0.5 | -3 | 2 | -1 | -3 | -6 | -8
COc1ccccc1OCc1ccc(C(=O)NCCN(C)C)o1 | 0.5 | 5 | -0.1 | 0 | -2 | -8 | -2 | -1 | -25

For convenience, 3 of the compounds above.
SMILES | D2 agonist | D2 PAM | TRHR agonist | D1 antagonist | D1 agonist | RXFP1 antag | TRHR PAM | D1 PAM | D2 antag
CC1=C(C(=O)OCc2ccc(C)cc2)C(c2ccc(O)c([N+](=O)[O-])c2)NC(=O)N1 (configuration not stated) | 1.0 | 2 | -0.7 | 3 | 2 | -3 | 3 | 1 | 2
COCC(=O)Nc1cc(=O)n(C)c(=O)n1C | -1.3 | -4 | -1.1 | -3 | 4 | · | 5 | 5 | 2
CC(=O)NC1(c2ccccc2)CCN(c2cc(C)nc(-c3ccccc3)n2)CC1 | 0.6 | 26 | -0.3 | 7 | 6 | -9 | -5 | 4 | 5

The listing continues:
SMILES | D2 agonist | D2 PAM | TRHR agonist | D1 antagonist | D1 agonist | RXFP1 antag | TRHR PAM | D1 PAM | D2 antag
O=S1(=O)CCN(OCc2ccc(F)cc2Cl)CC1 | 0.0 | -5 | 0.0 | -17 | 1 | -5 | 4 | 7 | 0
O=C(Nc1nc(-c2ccc(-c3ccccc3)cc2)cs1)c1cc([N+](=O)[O-])ccc1N1CCOCC1 | -1.0 | -7 | -2.9 | -36* | 0 | 5 | -3 | -7 | 1
COc1ccc(CNC(=O)C2CC(c3cccc(OC)c3)=NO2)cc1 (configuration not stated) | -0.7 | 6 | -0.2 | -8 | 23 | -25 | 11 | -7 | 14
Cc1ccc(N(C(=O)c2csnn2)C(C(=O)NC2CCCC2)c2ccccn2)c(C)c1 (configuration not stated) | 1.1 | -2 | 1.8 | 1 | 3 | 1 | -12 | 8 | -3
Cc1cc(-c2cc(C(=O)NCc3ccccc3)on2)nc(NCC2CC2)n1 | 0.2 | -3 | 1.1 | 7 | 11 | · | 4 | -3 | 0
COc1cc([N+](=O)[O-])ccc1NC(=O)Cn1ccsc1=N | 0.4 | -19 | -0.4 | -2 | 1 | -4 | -3 | -4 | 9
CN(CC(=O)O/N=C(\N)c1ccccn1)S(=O)(=O)c1ccc(Br)cc1 | 0.7 | -3 | -0.2 | 6 | 3 | -3 | 7 | -7 | 1
COc1ccc([C@@H]2[C@@H]3C(=O)N(C(C)(C)C)C(=O)[C@@H]3[C@]3(Cc4ccccc4)C(=O)N(c4ccc(C)cc4)C(=O)N23)cc1 | 0.6 | -15 | 1.0 | 8 | 4 | · | 2 | -4 | 13
COc1ccc(/C=C(/NC(=O)c2ccc(C)cc2)c2nc3ccccc3[nH]2)cc1OC | 0.3 | -13 | -0.5 | -1 | 3 | -8 | 1 | -1 | -15
CCc1ccc(Nc2nnc(SCC(=O)Nc3sccc3C(N)=O)s2)cc1 | 0.4 | 3 | -0.2 | -18 | 4 | -6 | 5 | 3 | 9

Filtered by structure, the compounds so far with a thiophene ring, fused or not.
SMILES | D2 agonist | D2 PAM | TRHR agonist | D1 antagonist | D1 agonist | RXFP1 antag | TRHR PAM | D1 PAM | D2 antag
O=C(c1cc(-c2cccs2)on1)N1CCCc2ccccc21 | -0.3 | -9 | 0.9 | -4 | 2 | · | -4 | 4 | 10
CCc1ccc(Nc2nnc(SCC(=O)Nc3sccc3C(N)=O)s2)cc1 | 0.4 | 3 | -0.2 | -18 | 4 | -6 | 5 | 3 | 9

Further results:
SMILES | D2 agonist | D2 PAM | TRHR agonist | D1 antagonist | D1 agonist | RXFP1 antag | TRHR PAM | D1 PAM | D2 antag
CNc1ccccc1C(=O)OCC(=O)c1ccc(F)cc1 | 0.0 | · | -0.4 | -7 | 1 | -2 | 8 | -1 | -5
Cc1ccc(-c2ccc(=O)n(Cc3ccc(F)cc3)n2)cc1 | 1.7&-1.2 | -22&-10 | -0.6&-2.2 | -20&-10 | 2&2 | 0&-16 | 0&3 | -6&-2 | 6
CCCn1c2ccccc2c2cnn(CC(=O)Nc3cc(C)c(Cl)cc3OC)c(=O)c21 | -0.1 | 4 | -0.5 | 1 | -2 | 16 | -1 | 2 | ·
Cc1cc(Br)c(NC(=O)COC(=O)C2CC2C)c(Br)c1 (configuration not stated) | 0.9 | -1 | -0.3 | -11 | 1 | -2 | 0 | 5 | -15
c1ccc(-n2ncc3c(NCC4CCCO4)ncnc32)cc1 (configuration not stated) | 2.6 | 13 | -0.2 | 7 | 2 | -1 | -2 | -4 | -6
COc1cc(C2C(C#N)=C(N)N(N(C)C)C3=C2C(=O)CCC3)ccc1O (configuration not stated) | 1.0 | -4 | 0.8 | 10 | 4 | 12 | 0 | -1 | -10
COc1cc(/C=N/NC(=O)CCN2CCN(C(c3ccccc3)c3ccccc3)CC2)ccc1O | -0.7 | -17 | -1.0 | 9 | -1 | -9 | 1 | 3 | 26
Cc1ccc(S(=O)(=O)N[C@H](C(=O)N2CCC(C(=O)N[C@@H](CCC(N)=O)C(=O)O)CC2)C(C)C)cc1 | · | · | -0.2 | 10 | 1 | · | 3 | -2 | ·
CN(C)c1ccc(C(C(=O)NCC2CCCO2)N(C(=O)c2snc(C(N)=O)c2N)c2ccccc2)cc1 (configuration not stated) | 0.1 | 2 | 0.0 | -15 | 3 | 4 | 7 | -6 | -28
O=C(O)CCSc1nc2ccccc2s1 | 2.4 | 8 | -0.5 | -18 | 5 | -14 | 11 | 0 | 5
Oc1cnc2ccccc2c1CN1CCOCC1 | 2.0 | -2 | 0.4 | 4 | 4 | 15 | 3 | -1 | 13
CCC(C)NC(=O)c1ccc(CSc2nc3ccncc3n2Cc2ccc(F)cc2)cc1 (configuration not stated) | -0.9 | 9 | -0.2 | 2 | 3 | -4 | -6 | -4 | 0
COc1ccc(Cn2nnc(C(=O)Nc3ccc4c(c3)OCCO4)c2N)cc1Br | -0.5 | -7 | 0.0 | 4 | 4 | -5 | 4 | -1 | 2
Cc1cccc(N2CC(C(=O)Nc3nnc(SCc4cccnc4)s3)CC2=O)c1 (configuration not stated) | 0.7 | -2 | 0.5 | 21 | 3 | -30 | -1 | 17 | -11
O=C(CNS(=O)(=O)c1ccc(Br)cc1)NC1CCCC1 | 0.2 | 0 | -0.4 | 1 | 1 | -5 | 7 | 1 | -2
Cc1onc(-c2c(Cl)cccc2Cl)c1C(=O)ONC(=O)c1ccccc1 | 0.2 | 7 | 0.9 | 0 | 3 | 3 | 0 | 5 | 4
Cc1oc(-c2ccccc2Cl)nc1CSCC(=O)NC1CCCC1 | 0.2 | 7 | -1.3 | -14 | 4 | 0 | -12 | -2 | 6
O=[N+]([O-])c1cccc(C2CC(c3ccccc3)=NN2c2ccccc2)c1 (configuration not stated) | -1.0 | 7 | -0.1 | -1 | 5 | -17 | 2 | -3 | -13
Cc1ccc(-c2nc3c(cnn3-c3ccccc3)c(=O)o2)cc1 | -1.0 | 3 | -1.0 | -3 | 2 | 6 | -5 | 2 | -6
CCOc1ccc(S(=O)(=O)N(CC)CC(=O)NCc2cccnc2)cc1C | -0.2 | 3 | -0.9 | -2 | 1 | -8 | -5 | -6 | 1
COc1cccc(-c2cc(C(=O)N3CCCCCC3)no2)c1 | -0.2 | 4 | -0.5 | -12 | -3 | -5 | 0 | 7 | -9
COc1ccc2cc(CN(CCCN3CCOCC3)Cc3nnnn3C3CCCCC3)c(=O)[nH]c2c1 | 1.5 | -22 | 0.2 | -7 | 2 | -1 | 1 | -3 | 12
CCCOC(=O)c1ccc(Cl)c(NC(=O)c2ccc(-c3ccccc3)cc2)c1 | 1.6 | 11 | 1.3 | 2 | 8 | -2 | -1 | 1 | 28
Cc1cc(NC(=O)C2CCN(S(=O)(=O)Cc3ccccc3)CC2)ccc1-n1cnnn1 | 1.0 | 1 | 0.8 | 14 | 2 | 2 | -6 | -2 | 30*
Cc1cc(C)c(NC(=O)Cn2c(=O)n(CCCCC(=O)NCc3ccccc3Cl)c(=O)c3ccccc32)c(C)c1 | 0.1 | 15 | 0.1 | 8 | -2 | · | 2 | 2 | ·
CN(C)S(=O)(=O)c1ccc(C(=O)N2CCCC2c2nc3ccccc3s2)cc1 (configuration not stated) | 1.1 | -2 | 0.3 | -29 | 0 | -1 | 0 | -3 | -9
NC(=O)c1ccccc1N/C=C/C(=O)c1ccc(Cl)cc1Cl | 0.7 | -6 | -1.2 | -1 | 1 | -10 | -1 | -6 | -12
Cc1ccc(/C=[N+](\[O-])c2ccc(N(C)C)cc2)c2nsnc12 | 9.2 | -4 | 16 | -5 | 37* | ? | -3 | 3 | 48*
COc1cc(NC(=O)Cn2nc3c(cc2=O)CC(C)CC3)cc(OC)c1OC (configuration not stated) | -1.6 | · | 0.5 | 2 | 0 | 10 | 21 | -1 | ·
COc1cccc(/C=N/n2c(-c3ccco3)nc3ccccc3c2=O)c1OC | -1.6 | 18 | -0.1 | -6 | 4 | 13 | 2 | 2 | -4
S=C1NCCOCCOCCOCCOCCN1 | 0.0 | -14 | 0.4 | -10 | 1 | 12 | 6 | -4 | 28
